ERb coact inh: inhibitors of ERβ-SRC1 coactivator interaction, primary screen, biochemical, TR-FRET, ERβ LBD, SRC-1 peptide; Estrogen receptor beta (Homo sapiens), Q92731; TR-FRET ER-beta LBD / SRC1-Cy5 peptide binding; receptor agonist-loaded with 1 µM estradiol; inhibition, % at 25.6 µM; 1.3% of 86,000 active; AID 633, 2007;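 active means compounds whose percent inhibition of the receptor-coactivator binding signal exceeds about 50% in the single-dose screen, limit read from the data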;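 further: 0% = receptor plus peptide wells without compound and 100% = peptide-only wells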
Target sequence (Q92731 whole entry, looked up, the tested form may be a part): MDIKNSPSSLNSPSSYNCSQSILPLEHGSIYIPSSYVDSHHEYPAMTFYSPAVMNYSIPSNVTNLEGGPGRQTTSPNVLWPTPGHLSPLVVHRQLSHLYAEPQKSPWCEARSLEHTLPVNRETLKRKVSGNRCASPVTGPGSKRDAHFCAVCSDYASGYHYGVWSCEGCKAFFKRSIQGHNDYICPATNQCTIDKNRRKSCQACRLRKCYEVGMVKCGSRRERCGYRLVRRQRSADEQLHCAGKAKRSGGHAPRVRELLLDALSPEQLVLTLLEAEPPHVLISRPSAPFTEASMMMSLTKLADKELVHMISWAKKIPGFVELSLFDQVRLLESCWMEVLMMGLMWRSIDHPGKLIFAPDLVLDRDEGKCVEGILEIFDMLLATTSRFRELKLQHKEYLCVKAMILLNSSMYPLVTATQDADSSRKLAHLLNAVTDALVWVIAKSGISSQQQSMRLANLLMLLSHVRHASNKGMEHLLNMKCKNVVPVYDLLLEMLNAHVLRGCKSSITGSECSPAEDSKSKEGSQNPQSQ
Calb biofilm kill: clotrimazole potentiators killing Candida biofilms, primary screen, with clotrimazole, Alamar Blue. inhibition, % at 6 µM. AID 834, 2007. C. albicans biofilm + clotrimazole. 0.14% of 85,000 active;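 active means inhibition above 20%; inactive means inhibition below 20%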;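 further: preformed 24 hr biofilms exposed to compound for 48 hr; 0% = biofilm without compound and 100% = blank killed by clotrimazole plus chlorhexidine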
sEH activator: soluble epoxide hydrolase activators, primary screen, biochemical, human sEH; purified human sEH enzymatic activity, activator screen; Bifunctional epoxide hydrolase 2 (Homo sapiens), P34913; 0.04% of 91,000 active; activation, % at 2 µM; in the data active means activation above about 37%; further: values of inactives mirror those of a sister screen read the other way
HUVEC inhibit: inhibitors of HUVEC proliferation, primary screen, cell-based, 384-well; CellTiter-Glo luminescence, 72 h; stronger effect = lower value; 1.1% of 86,000 active; AID 648, 2007; viability, % at 10 µM (by protocol);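 active means viability at or below 30%; inactive means viability above 30%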;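 further: 100% = median luminescence of DMSO-only cell control wells on each plate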
H69AR inhibit: proliferation blockers of H69AR lung cancer cells, primary screen, cell-based, human, 86K library; H69AR lung tumor viability, ATP luminescence, 72 h; stronger effect = lower value; viability, % at 10 µM; 6% of 85,000 active;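 active means viability at or below 40%; inactive means viability above 40%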;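 further: multidrug resistant small cell line overexpressing MRP-1 efflux transporter; 100% = mean luminescence of untreated control wells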
Lung fibro prol: antiproliferative effect on LL 47 fibroblasts – human, LL 47 cells, CellTiter-Glo luminescence, primary screen. LL 47 human lung fibroblast viability, ATP luminescence; stronger effect = lower value. viability, % at 10 µM. 1.1% of 85,000 active. AID 719, 2007;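 active means viability at or below 50% in the single dose screen; inactive means viability above 50%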;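 further: compound exposure lasted 72 h before the ATP readout; 100% = median luminescence of untreated cell-only wells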
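test system = LL 47 human lung fibroblasts | amount = 1,150 fibroblasts seeded per well | medium = 15% FBS in IMEM | times = overnight cell rest, 72 h compound treatment at 37 °C | measured by = CellTiter-Glo luminescence measuring cellular ATP | read-out = viability percentage against median untreated-cell control | benchmarks = cell-only wells, no compound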
Smad3 FoxH1 inh: Smad3/FoxH1 peptide binding inhibitors, primary screen, biochemical, TR-FRET | Mothers against decapentaplegic homolog 3 (Homo sapiens), P84022 | inhibition, % at 25 µM | AID 630, 2007 | TR-FRET Smad3/Dy647-FoxH1 peptide binding, europium anti-His | 0.29% of 88,000 active;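 active means compounds that reduce the energy-transfer binding signal between the protein and its labelled peptide by more than half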;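 further: 0% = Smad3 plus labelled peptide maximal FRET and 100% = peptide-only background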
ERa coact inh: ERα–SRC-1 coactivator interaction inhibitors, primary screen, biochemical, TR-FRET, ERα LBD, estradiol-bound | inhibition, % at 25.6 µM | AID 629, 2007 | 1.7% of 86,000 active | Estrogen receptor (Homo sapiens), P03372 | TR-FRET ER-alpha LBD / SRC-1 peptide; in the data active means inhibition above about 50%;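 further: 0% = receptor plus peptide control and 100% = peptide only without receptor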
ERa coact pot: enhancers of ERα–SRC-1 coactivator binding, primary screen, biochemical, TR-FRET, ERα LBD, low estradiol. Estrogen receptor (Homo sapiens), P03372. TR-FRET ERalpha-LBD/SRC-Cy5 coactivator binding, 2 h; 100 = basal binding, no effect. coactivator binding (% of control), % at 25.6 µM. 1.3% of 86,000 active. AID 639, 2007; in the data active means activity above about 200%;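 further: binding measured in presence of low estradiol as agonist stimulus; 0% = peptide alone without receptor and 100% = receptor with peptide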
* = called active by the depositor; nt = not tested or not shown; [ ] = another dose, or the depositor's remark.

Order of results – ERb coact inh | Calb biofilm kill | sEH activator | HUVEC inhibit | H69AR inhibit | Lung fibro prol | Smad3 FoxH1 inh | ERa coact inh | ERa coact pot
> Cc1cc(C(F)F)n2nc(C(=O)Nc3ccc(S(=O)(=O)N4CCCCCC4)cc3)nc2n1
    16[fluorescence artefact?] | -1 | 0 | 89 | 65 | 93 | -19 | 10[fluorescence artefact?] | 99
> O=c1[nH]nnc2c1sc1nc(N3CCOCC3)c3c(c12)CCCC3
    -8 | 10 | nt | 86 | 54 | 88 | 6 | -5 | 79
> Cc1ccc2nc3n(c(=O)c2c1)CCCCC3
    -7 | 0 | 4 | 107 | 99 | 102 | -13 | -6 | 96[fluorescence artefact?]
> CCCCn1nnnc1SCC(=O)c1cc(Cl)ccc1OC
    -8 | 3 | -14 | 74 | 86 | 95 | -4 | -6 | 96
> O=C(Nc1cccnc1)c1cccnc1Cl
    -9 | 0 | 10 | 100 | 84 | 104 | 0 | -13 | 106[fluorescence artefact?]
> COc1cccc(C2C3=C(CCCC3=O)Nc3nc4ccccc4n32)c1OC (stereo not drawn)
    13 | 6 | nt | 85 | 78 | 101 | 9 | 6 | 90[fluorescence artefact?]
> CCC(c1nnnn1CCc1ccccc1)N1CCN(c2ccc(OC)cc2)CC1 (stereo not drawn)
    0[fluorescence artefact?] | 4 | 5 | 92 | 100 | 97 | -10 | 2[fluorescence artefact?] | 117
> CCS(=O)(=O)n1nc(-c2ccccc2)nc1NCc1ccco1
    -15 | 7 | -3 | 91 | 86 | 102 | 9 | -13 | 119[fluorescence artefact?]
> CCn1c(SCC(=O)Nc2sc3c(c2C#N)CCCC3)nnc1-c1ccco1
    2 | 1 | -10 | 91 | 66 | 104 | 6 | 4 | 99
> O=C1CC(c2ccco2)CC(O)=C1C=Nc1cc(Cl)cc(Cl)c1 (stereo not drawn)
    16 | -2 | 12 | 81 | 87 | 97 | 10 | 12 | 79

Quoted from the listing:
For HUVEC inhibit, O=c1[nH]nnc2c1sc1nc(N3CCOCC3)c3c(c12)CCCC3 has 86
For Lung fibro prol, CCCCn1nnnc1SCC(=O)c1cc(Cl)ccc1OC has 95
For HUVEC inhibit, CCC(c1nnnn1CCc1ccccc1)N1CCN(c2ccc(OC)cc2)CC1 (stereo not drawn) has 92
For HUVEC inhibit, O=C1CC(c2ccco2)CC(O)=C1C=Nc1cc(Cl)cc(Cl)c1 (stereo not drawn) has 81

Compound profiles, as listed above. Order of values: ERb coact inh, Calb biofilm kill, sEH activator, HUVEC inhibit, H69AR inhibit, Lung fibro prol, Smad3 FoxH1 inh, ERa coact inh, ERa coact pot
O=C1CC(c2ccco2)CC(O)=C1C=Nc1cc(Cl)cc(Cl)c1 (stereo not drawn) is listed as 16, -2, 12, 81, 87, 97, 10, 12, 79
O=C(Nc1cccnc1)c1cccnc1Cl is listed as -9, 0, 10, 100, 84, 104, 0, -13, 106[fluorescence artefact?]
Cc1ccc2nc3n(c(=O)c2c1)CCCCC3 is listed as -7, 0, 4, 107, 99, 102, -13, -6, 96[fluorescence artefact?]
CCC(c1nnnn1CCc1ccccc1)N1CCN(c2ccc(OC)cc2)CC1 (stereo not drawn) is listed as 0[fluorescence artefact?], 4, 5, 92, 100, 97, -10, 2[fluorescence artefact?], 117

Continuation:
Order of results – ERb coact inh | Calb biofilm kill | sEH activator | HUVEC inhibit | H69AR inhibit | Lung fibro prol | Smad3 FoxH1 inh | ERa coact inh | ERa coact pot
> COc1ccc(-c2nnc(SCc3c(C)noc3C)n2N)cc1OC
    -5[fluorescence artefact?] | 8 | nt | 101 | 85 | 109 | 2 | 6 | 115[fluorescence artefact?]
> Cc1nn(-c2cc(N3CCCCCC3)ccc2[N+](=O)[O-])c(=O)c2ccccc12
    -15 | 5 | -4 | 95 | 81 | 96 | -9 | 2 | 100
> Cc1ccc(C(=O)NC(C)c2ccccc2)o1 (stereo not drawn)
    0 | 0 | -33 | 84 | 105 | 92 | 15 | -7 | 117
> CCn1c(Cc2ccccc2)nnc1SCC(=O)Nc1ccc(OC)cc1
    1 | 8 | -9 | 89 | 87 | 92 | -8 | 4 | 118
> COc1cc(OC)cc(C(=O)N(Cc2nc(-c3cccc(C)c3)no2)C(C)C)c1
    2 | 7 | 7 | 92 | 68 | 97 | 3 | 10 | 88
> COc1ccccc1C(=O)N1CCCC(c2nc(-c3cc(OC)c(OC)c(OC)c3)no2)C1 (stereo not drawn)
    16 | 4 | 19 | 91 | 61 | 96 | -6 | 3 | 90
> O=C1c2ccccc2C(=O)N1CC#CCN1CCN(C2CCCCC2)CC1
    -3 | 3 | -8 | 101 | 92 | 94 | 7 | -1 | 114
> CCC(Oc1ccccc1)C(=O)N1CCN(c2ccccn2)CC1 (stereo not drawn)
    6 | nt | 10 | 107 | 83 | 103 | 6 | -5 | 109
> Cc1oc2c(CN3CCCC3)c(O)ccc2c(=O)c1-c1ccc(Cl)cc1
    -11 | 7 | -6 | 94 | 91 | 99 | 8 | -10 | 108
> NC(=O)c1c(NC(=O)c2cc3ccccc3o2)sc2c1CCC2
    53* | 0 | 4 | 62 | 24* | 82 | -16[fluorescence artefact?] | 62* | 197[fluorescence artefact?]

Carrying on.
SMILES	ERb coact inh	Calb biofilm kill	sEH activator	HUVEC inhibit	H69AR inhibit	Lung fibro prol	Smad3 FoxH1 inh	ERa coact inh	ERa coact pot
Cc1ccccc1NC(=O)c1cccc(OCc2c(C)noc2C)c1	-1	6	2	94	79	112	-2	2	108
COc1ccc(C2C(C#N)=C(C)NC3=C2C(=O)CC(C)(C)C3)c(OC)c1 (stereo not drawn)	-2	3	-7	95	98	98	2	-2	107
CCOC(=O)CCc1c(C)c2ccc(OCc3nn[nH]n3)c(C)c2oc1=O	4	3	3	98	89	97	-1	4	91
COc1cccc(C(=O)NCc2nnc(SCC(=O)Nc3nccs3)n2-c2ccccc2)c1	8	11	-1	79	86	100	2	6	111[fluorescence artefact?]
C#CCN1CC(C)/C(=N/O)CC1C (stereo not drawn)	-6[fluorescence artefact?]	7	2	87	85	97	-25	5	108
CCOc1cccc(CN2CCN(c3cccc(C(F)(F)F)c3)CC2)c1O	-2	3	6	99	91	100	-2	-4	99

The list is partial; rates above refer to the full screens.
